Compound activity: PubChem BioAssay, several laboratories
GDH-TPI inh = GDH-TPI coupling enzyme inhibitors, primary screen, artefact control for M. tuberculosis FBA inhibitor project, biochemical, absorbance, full deck; AID 588335, 2011; inhibition, % at 4.8 µM; GDH-TPI coupled enzyme counterscreen, NADH absorbance; actives 1.2% (n = 360,000); in the data active = inhibition above about 30%;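 also: 0% = DMSO wells and 100% = wells lacking the enzyme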
BoNT-F LC inh = BoNT/F light chain protease inhibitors, primary screen, biochemical, flow cytometry, MLPCN library | Botulinum neurotoxin type F light chain protease (Clostridium botulinum) | actives 0.22% (n = 360,000) | Multiplex microsphere protease cleavage assay | inhibition, % at 10 µM; in the data active = inhibition above about 35%, passing the limit was not always enough; inconclusive = no clear call, values can overlap the other calls; also: plate controls were buffer without enzyme for full effect and enzyme alone for no effect
FadD28 binding = inhibitors of FadD28 bisubstrate probe binding, primary screen, biochemical, fluorescence polarization, single point; actives 0.22% (n = 360,000); AID 588549, 2011; Mycobacterium tuberculosis FadD28 fatty-acid-AMP ligase; inhibition, % at 12.5 µM; in the data active = inhibition above about 8.5%, passing the limit was not always enough; inconclusive = no clear call, values can overlap the other calls
BoNT A protease = BoNT/A light chain protease inhibitors, primary screen, biochemical, flow cytometry, MLPCN library | Botulinum neurotoxin type A light chain protease (Clostridium botulinum A str. ATCC 3502) | multiplex microsphere protease substrate cleavage | inhibition, % at 10 µM | actives 0.17% (n = 360,000); also: plate controls were buffer without enzyme for full effect and enzyme alone for no effect
BioA inh = M. tuberculosis BioA enzyme inhibitors, primary screen, biochemical, plate reader, single point, HTS. purified M. tuberculosis BioA enzyme. actives 0.096% (n = 360,000). 7,8-diaminopelargonic acid synthase BioA (Mycobacterium tuberculosis). inhibition, % at 9.99 µM. AID 602481, 2012; in the data active = inhibition above about 40%; inconclusive = no clear call, values can overlap the other calls
PfHsp40 rescue = rescue of yeast from PfHsp40 toxicity, primary screen, S. cerevisiae, ATP luminescence; growth rescue, % at 12.5 µM; AID 504582, 2011; actives 0.68% (n = 340,000); S. cerevisiae expressing PfHsp40, growth rescue; in the data active = growth rescue above about 28%, passing the limit was not always enough; inconclusive = no clear call, values can overlap the other calls;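 also: yeast W303a lacking pdr1 and pdr3 grown in galactose medium; growth measured after three days at 30 °C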
Anthrax LF prot = Bacillus anthracis LF protease inhibitors, primary screen, biochemical, multiplex microsphere, MLPCN library; inhibition, % at 10 µM; multiplex microsphere protease cleavage assay; AID 588501, 2011; Lethal factor (Bacillus anthracis), P15917; actives 0.12% (n = 360,000); also: plate controls were buffer without enzyme for full effect and enzyme alone for no effect
Mtb FBA inh = Mtb FBA enzyme inhibitors, primary screen, biochemical, fluorescence, strain H37Rv. Fructose-bisphosphate aldolase (Mycobacterium tuberculosis (strain ATCC 25618 / H37Rv)), …. purified M. tuberculosis FBA, fluorescence read-out. inhibition, % at 1 µM. actives 2.3% (n = 360,000); in the data active = inhibition above about 27%;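 also: 0% = vehicle and 100% = reference inhibitor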
Target sequence (P9WQA3 whole entry, looked up): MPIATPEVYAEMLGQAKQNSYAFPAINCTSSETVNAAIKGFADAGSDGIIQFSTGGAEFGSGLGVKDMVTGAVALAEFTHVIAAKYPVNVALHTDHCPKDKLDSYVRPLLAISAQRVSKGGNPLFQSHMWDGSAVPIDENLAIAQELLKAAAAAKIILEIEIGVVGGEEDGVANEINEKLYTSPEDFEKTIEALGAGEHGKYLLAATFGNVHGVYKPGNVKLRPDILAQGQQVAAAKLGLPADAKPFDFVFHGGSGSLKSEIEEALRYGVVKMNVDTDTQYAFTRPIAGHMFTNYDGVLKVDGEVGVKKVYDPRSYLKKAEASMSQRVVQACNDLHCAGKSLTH
UGM FP inh = M. tuberculosis UGM enzyme inhibitors, primary screen, biochemical, fluorescence polarization, single point. inhibition, % at 10 µM. UDP-galactopyranose mutase (Mycobacterium tuberculosis (strain ATCC 25618 / H37Rv)), …. purified UGM, fluorescence polarization probe displacement. AID 504406, 2011. actives 0.06% (n = 320,000); in the data active = inhibition above about 10%, passing the limit was not always enough; inconclusive = no clear call, values can overlap the other calls
Target sequence (P9WIQ1 whole entry, looked up): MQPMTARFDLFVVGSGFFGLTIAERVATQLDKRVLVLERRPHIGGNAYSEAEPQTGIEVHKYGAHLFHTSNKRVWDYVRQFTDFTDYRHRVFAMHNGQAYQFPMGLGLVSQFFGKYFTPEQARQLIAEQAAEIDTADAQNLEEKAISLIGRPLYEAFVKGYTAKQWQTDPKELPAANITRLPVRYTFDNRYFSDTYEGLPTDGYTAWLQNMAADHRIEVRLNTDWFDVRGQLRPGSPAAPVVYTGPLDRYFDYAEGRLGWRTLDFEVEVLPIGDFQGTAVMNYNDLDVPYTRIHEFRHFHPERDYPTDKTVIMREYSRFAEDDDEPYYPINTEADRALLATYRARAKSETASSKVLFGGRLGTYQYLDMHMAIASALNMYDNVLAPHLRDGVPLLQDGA
Numbers without * were called inactive; ? = inconclusive; nt = not tested or not shown. Rule as the data show it, unless noted: active = inhibition above about 30%; inconclusive = no clear call, values can overlap the other calls; inactive = below that.

A first look:
SMILES | GDH-TPI inh | BoNT-F LC inh | FadD28 binding | BoNT A protease | BioA inh | PfHsp40 rescue | Anthrax LF prot | Mtb FBA inh | UGM FP inh
Cc1cc(NC(=O)c2ccc3c(c2)C(=O)N(Cc2ccccc2)C3=O)no1 | -1 | -3 | -1.4 | 0.1 | nt | 0.2 | 1 | -2 | -2.4
C=CCOC(=O)/C(=C\c1ccccc1)NC(=O)c1ccc(C)cc1 | 9 | 1 | -3.0 | -0.2 | nt | 1.3 | -2 | -6 | -4.7
COc1ccc(-n2cnc3cc(C(=O)NC4CCCC4)ccc32)cc1 | 7 | 2 | -1.9 | 0.0 | 2.4 | 3.2 | -1 | -1 | 0.8

The list itself, from the start:
SMILES | GDH-TPI inh | BoNT-F LC inh | FadD28 binding | BoNT A protease | BioA inh | PfHsp40 rescue | Anthrax LF prot | Mtb FBA inh | UGM FP inh
Cc1cc(NC(=O)c2ccc3c(c2)C(=O)N(Cc2ccccc2)C3=O)no1 | -1 | -3 | -1.4 | 0.1 | nt | 0.2 | 1 | -2 | -2.4
C=CCOC(=O)/C(=C\c1ccccc1)NC(=O)c1ccc(C)cc1 | 9 | 1 | -3.0 | -0.2 | nt | 1.3 | -2 | -6 | -4.7
COc1ccc(-n2cnc3cc(C(=O)NC4CCCC4)ccc32)cc1 | 7 | 2 | -1.9 | 0.0 | 2.4 | 3.2 | -1 | -1 | 0.8
O=C(Cn1ccc(=O)[nH]c1=O)Nc1ccc(C(=O)O)c(O)c1 | 6 | 13 | -0.8 | 2.1 | -1.1 | 0.9 | -1 | 5 | 1.2
O=C(Nc1ccc(Cl)cn1)c1ccc2nccnc2c1 | 3 | -4 | -3.8 | -2.0 | -1.8 | -0.9 | -4 | -1 | -0.9
CCN1CCCC(OC(=O)c2cc(-c3ccccc3Cl)nc3ccccc23)C1 (configuration not stated) | 3 | -2 | -5.4 | 0.5 | nt | -0.1 | 0 | 1 | -3.1
Cc1ccc(C(=O)NC(=S)Nc2cccc3nsnc23)cc1 | -2 | -5 | -5.0 | 3.6 | 4.6 | -0.9 | 3 | 0 | 0.7
CC(C)[C@H](NC(=O)N1c2ccccc2NC(=O)[C@@H]1C(C)C)C(=O)N[C@H](Cc1ccccc1)C(=O)O | 6 | 8 | 0.4 | 0.1 | -0.2 | -0.4 | -4 | 0 | 7.6
O=C(COC(=O)c1ccc(O)cc1O)NC1CCS(=O)(=O)C1 (configuration not stated) | -6 | -9 | -2.8 | -0.6 | 0.6 | 0.7 | -1 | -1 | -1.5
CC(C)CN(C(=O)c1ccc(Br)o1)C1CCS(=O)(=O)C1 (configuration not stated) | 5 | 2 | -12 | -0.7 | -1.1 | -1.4 | -4 | 0 | 0.4
COc1ccc(NCc2nnc(SCC(=O)c3ccc(OC)cc3)o2)cc1 | 15 | -1 | 0.3 | -1.3 | 1.2 | -0.9 | -2 | 1 | 1.6
Cc1nc2cc(N3CCOCC3)c(NC(=O)C3CC3)cc2c(=O)n1Cc1ccccc1 | 4 | 0 | -1.5 | -0.7 | 0.2 | -0.5 | 0 | 2 | 0.9
COC(=O)/C=C/C(=O)Nc1ccc(O)c(Cl)c1 | 2 | -6 | 0.6 | -0.2 | nt | -0.3 | 1 | -2 | -0.4
Cc1ccc(CCNC(=O)C2CCC(=O)N2Cc2cccnc2)cc1 (configuration not stated) | -1 | -11 | -2.7 | 0.4 | 3.4 | -2.3 | 1 | 4 | -1.9
Cc1nc(SCC(=O)N(C)Cc2ccco2)c2c(C)c(C)sc2n1 | 5 | -6 | -2.4 | -0.6 | 2.8 | -2.8 | -7 | 1 | -3.6
Cc1ccc(N(CC(=O)NCCc2ccccc2)C(=O)CCC(=O)Nc2cc(C)ccn2)cc1 | -8 | 20 | -0.4 | 5.3 | 1.0 | 1.5 | 5 | 2 | -3.2
O=C(CSc1nnc(CNC(=O)c2ccccc2F)o1)Nc1ccc2c(c1)OCCO2 | 0 | nt | -3.6 | nt | 1.1 | -0.9 | nt | 3 | 0.2
O=C(Cn1nc(Cl)nc1Cl)c1cc2ccccc2oc1=O | 12 | 2 | -2.0 | 1.4 | 0.0 | 0.8 | -2 | 8 | 1.3
Cc1ccc(-n2c(C)cc(C(=O)Cn3nc(C(=O)O)c4ccccc4c3=O)c2C)cc1 | 7 | 0 | -3.9 | -0.5 | nt | -0.3 | 0 | -1 | -0.4
CC(/C=N/NC(=O)c1cc(-c2cccnc2)nc2c1c(C)nn2-c1ccccc1)=C\c1ccccc1 | 22 | -7 | -0.2 | -0.5 | -0.6 | -1.1 | -3 | 5 | 0.2
CC1(C)CC(=O)C2=C(C1)OC(/N=C/N1CCCC1)=C(C#N)C2c1ccccc1 (configuration not stated) | 10 | -2 | -0.5 | -0.8 | nt | -0.1 | -1 | 1 | -3.2
CC1CCC2(CC1)NC(=O)N(CC(=O)N1CCN(S(=O)(=O)c3ccc4c(c3)CCC4)CC1)C2=O (configuration not stated) | -5 | -12 | 0.4 | -0.6 | -1.9 | -0.1 | -2 | 0 | 2.1
Cc1cc(C)c(C#N)c(N)n1 | -1 | 0 | -2.0 | 0.4 | nt | 1.2 | -5 | 14 | -0.2
c1nc(NC2CCCC2)c2[nH]cnc2n1 | -20 | 3 | -3.1 | 0.7 | 0.9 | 0.3 | -6 | -2 | 1.8
CCc1nc2ccc(C(=O)NCCCn3ccnc3)cn2c1N(C)Cc1nccs1 | 5 | 7 | -3.8 | -0.2 | 3.7 | nt | -6 | -3 | nt
Cc1ccccc1-c1nc(-c2ccc(NC(=O)c3cccs3)cc2)no1 | 12 | 2 | -2.1 | -0.5 | -0.6 | -0.1 | -8 | 1 | 0.6
COc1ccccc1/C=C/C=C(\C#N)C(=O)NC(C)c1ccccc1 (configuration not stated) | 22 | -14 | -2.2 | -3.7 | -2.5 | 1.1 | -7 | -2 | 3.5
COc1ccc2c(c1)c1nnc(SC)nc1n2C | 6 | -2 | -3.4 | 0.6 | 0.0 | 59* | 2 | 0 | 1.6
Cc1ccc(C)c(N=C2CCCN2Cc2ccccc2)c1C#N | 6 | -6 | -3.0 | -0.1 | 0.3 | 0.4 | -1 | 0 | 0.2
O=S(=O)(Nc1ccc2nc(N3CCOCC3)sc2c1)c1ccc(Cl)cc1 | 3 | -12 | 0.0 | -1.4 | 0.0 | 5.9 | -2 | 0 | 0.0
CCN(CC)S(=O)(=O)c1ccc(N2CCOCC2)c(NC(=O)c2cccc3ccccc23)c1 | 9 | 1 | 2.0 | -0.2 | -1.0 | 2.2 | 4 | 4 | -2.5
COc1ccc(N2CCN(C(=O)CN3C(=O)c4ccccc4S3(=O)=O)CC2)cc1 | 1 | -4 | -1.5 | 0.8 | -0.3 | 0.5 | -1 | 1 | 2.3
COc1cc(S(=O)(=O)Nc2cccnc2)ccc1Cl | -4 | 12 | 0.4 | 3.1 | -0.4 | -0.4 | -2 | 1 | 0.9
O=C(NCc1cccc(F)c1)C1CCC(=O)N(CCCN2CCOCC2)C1 (configuration not stated) | 6 | 4 | -1.1 | -2.1 | -3.2 | -0.4 | 1 | 1 | 0.7
CCN1CCC2(CCN(C(=O)c3cc(COc4cc(C)ccc4C)on3)C2)C1 (configuration not stated) | -6 | -4 | -6.3 | -0.9 | -0.8 | -1.1 | 2 | -4 | -1.3
CCN1C(=O)C2CCCCN2c2ccc(C(=O)NCCOC)cc21 (configuration not stated) | 9 | -24 | 0.9 | -2.0 | -1.0 | 0.3 | 2 | 2 | 1.0
COc1ccc(C(C(=O)Nc2ccc(F)cc2)N(C(=O)Cn2nnc3ccccc32)C2CC2)cc1 (configuration not stated) | 2 | 0 | -3.0 | 1.3 | 1.9 | 0.6 | 4 | 2 | -0.6
CCOC(=O)c1cc(-c2ccc(Cl)s2)[nH]n1 | 2 | ? | -1.8 | ? | nt | -0.2 | -10 | 0 | 0.4
COc1ccc(NC(=O)Cn2nnc(C(=O)Nc3ccc(F)c(Cl)c3)c2N)cc1OC | 6 | 6 | -1.6 | 2.2 | -1.4 | -0.5 | 2 | -3 | 1.6
CN(C)c1ccc(/C=C/c2nc3ccccc3c(=O)n2-c2ccc(C(=O)O)cc2)cc1 | 20 | ? | 0.0 | -10 | -89 | -0.1 | -23 | -8 | -16

Part of the list above, with two lines to a compound:
Values run as follows: GDH-TPI inh | BoNT-F LC inh | FadD28 binding | BoNT A protease | BioA inh | PfHsp40 rescue | Anthrax LF prot | Mtb FBA inh | UGM FP inh
C=CCOC(=O)/C(=C\c1ccccc1)NC(=O)c1ccc(C)cc1
  9 | 1 | -3.0 | -0.2 | nt | 1.3 | -2 | -6 | -4.7
Cc1ccc(-n2c(C)cc(C(=O)Cn3nc(C(=O)O)c4ccccc4c3=O)c2C)cc1
  7 | 0 | -3.9 | -0.5 | nt | -0.3 | 0 | -1 | -0.4

(listing goes on)
SMILES | GDH-TPI inh | BoNT-F LC inh | FadD28 binding | BoNT A protease | BioA inh | PfHsp40 rescue | Anthrax LF prot | Mtb FBA inh | UGM FP inh
CCCn1c(SCC(=O)NC)nc2sc3c(c2c1=O)CCC3 | 3 | -8 | -4.1 | -3.1 | 1.0 | -0.6 | -1 | -4 | 1.5
CCOC(=O)C1C2c3ccccc3O[C@@]1(C)N=C1SCC(=O)N12 (some centres not stated) | 0 | 3 | -0.1 | -0.2 | nt | -0.9 | -1 | 1 | -0.3
c1cn2cc(CSC3CCCCC3)nc2s1 | 3 | -2 | 0.4 | -0.5 | -0.4 | 0.3 | 0 | 0 | -1.3
CC(C)(C)c1o[nH]c(=O)c1CC(N)C(=O)O (configuration not stated) | 3 | 5 | 0.5 | -0.1 | -0.5 | -0.7 | -18 | -1 | -0.7
Cc1ccc(NC(=O)CCC(=O)NNC(=O)c2cccc([N+](=O)[O-])c2)cc1C | 17 | 0 | 0.4 | 1.8 | -0.5 | 4.3 | -4 | 2 | 0.5
CCC1([N+](=O)[O-])COC(C=Cc2ccccc2)OC1 (configuration not stated) | 0 | -2 | -1.0 | -0.7 | -0.2 | 0.3 | 0 | 1 | nt
COC(=O)C1C(c2ccc(OC)c(OC)c2)NC(c2ccc(OC)c(OC)c2)C(C(=O)OC)S1(=O)=O (configuration not stated) | 11 | -6 | -0.7 | -0.1 | nt | -0.3 | 1 | -1 | -1.6
COc1ccc(NS(=O)(=O)c2ccc(NC(=S)NC(=O)c3ccc(Br)cc3)cc2)nn1 | 4 | 3 | 3.7 | 1.1 | 1.0 | 1.2 | 2 | 0 | -1.2
C=CCn1c(SCC(=O)N2CCCCC2)nc(O)cc1=O | 2 | -16 | 0.1 | -1.3 | -2.3 | 0.5 | -2 | 2 | -4.0
C=CCn1c(=O)c2ccc(C(=O)NCc3ccccc3)cc2n(Cc2ccccc2Cl)c1=O | 3 | -2 | 0.5 | 0.5 | nt | 0.3 | 3 | 1 | -3.2
CCN(CC)CCN1C(=O)C(O)=C(C(=O)c2cc3ccccc3o2)C1c1cccnc1 (configuration not stated) | -1 | 1 | -2.9 | 0.6 | -0.3 | -1.5 | -2 | 8 | -2.2
O=C(CCC(=O)Nc1cccc([N+](=O)[O-])c1)N/N=C/c1cccs1 | 15 | 3 | -1.6 | -1.2 | -0.1 | 0.0 | -2 | -4 | 1.8
O=C(NCc1ccccc1Cl)c1cccc(C(F)(F)F)c1 | 9 | -12 | -2.0 | -0.6 | 2.1 | 3.1 | 0 | 2 | -1.8
